Bioassay records: PubChem, several laboratories
UTI89 phage lysis: protection from phage-mediated lysis, alamar blue read-out – E. coli UTI89, K1F phage, bacterial capsule biogenesis inhibitors (AID 488966) | inhibition, % at 100 µM, or IC50 in µM where a hit was titrated | E. coli UTI89 K1F phage lysis, alamar blue, 2 h; higher % means a stronger effect | 340,000 tested, 0.02% active;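 active = phage lysis inhibition, versus mean bacterial control, above a set limit; inconclusive = no clear call, values can overlap the other calls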;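 note: capsule biogenesis inhibitors block K1F phage lysis so surviving cells raise fluorescence; higher fluorescence means more inhibition of phage lysis; actives were called in the ten point dose series up to 300 µM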
Autophagy mod: modulators of autophagy; calls only at 10 µM (by protocol); MEF GFP-LC3 puncta imaging; test concentration mostly 10 µM; AID 463193; 190,000 tested, 0.98% active;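 active = percentage of spot-positive cells more than 3 SD above its plate mean, without a fluorescence outlier flag or 80% toxicity; inconclusive = no clear call, values can overlap the other calls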;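 note: spot-positive cell cutoff set from DMSO-treated cells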
NTR1 agonist: agonists of NTR1, primary screen, imaging, U2OS cells, beta-arrestin-GFP, high content (AID 493036); P30989; NTR1-U2OS beta-arrestin-GFP spot imaging, agonist mode; activation, % at 20 µM; 330,000 tested, 0.17% active;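 active = activation at or above 40% of the spot to cytoplasm intensity ratio, with at least 20 cells analyzed; inconclusive = wells under 20 cells, flagged as cytotoxic or low count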;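 note: 0% = DMSO without peptide and 100% = 100 nM NTR1 peptide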
Target sequence (P30989 whole entry, looked up): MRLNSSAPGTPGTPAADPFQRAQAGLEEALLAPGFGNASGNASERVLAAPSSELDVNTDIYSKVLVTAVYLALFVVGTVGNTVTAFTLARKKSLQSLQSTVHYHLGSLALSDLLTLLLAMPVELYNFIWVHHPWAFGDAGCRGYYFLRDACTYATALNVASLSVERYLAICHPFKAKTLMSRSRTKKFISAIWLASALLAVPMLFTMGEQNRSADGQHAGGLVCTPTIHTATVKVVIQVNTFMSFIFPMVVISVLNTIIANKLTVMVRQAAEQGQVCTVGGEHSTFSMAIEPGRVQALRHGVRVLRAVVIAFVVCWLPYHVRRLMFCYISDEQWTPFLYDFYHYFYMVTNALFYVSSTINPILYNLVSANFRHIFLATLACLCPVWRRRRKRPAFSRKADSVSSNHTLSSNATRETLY
AID2073: disruptors of CaV2.2 binding to Mint1 – biochemical, HTRF (AID 2073) | HTRF protein-protein interaction, Mint1-CaV2.2; higher % means a stronger effect | one-dose inhibition, % at 20 µM; IC50 in µM for titrated hits | 290,000 tested, 0.19% active; in the data active = inhibition mostly above about 51%, no sharp cut-off; inconclusive = no clear call, values can overlap the other calls; inactive = mostly below about 53%; note: some results filed as inactive read as strong as hits
GPR35 antagonists: inhibition of zaprinast-stimulated GPR35 beta-arrestin translocation – imaging, U2OS, beta-arrestin-GFP, zaprinast agonist, primary screen (AID 2058); U2OS GPR35 beta-arrestin-GFP translocation imaging, zaprinast antagonism; higher % means a stronger effect; one-dose inhibition, % at 10 µM; IC50 in µM for titrated hits; 290,000 tested, 0.052% active;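 active = inhibition of at least 50% with at least 30 cells and total cytoplasm GFP at most 10,000,000; inconclusive = under 30 cells or total GFP of 10,000,000 plus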
LYP inhibition: inhibitors of LYP phosphatase, biochemical, fluorescence intensity, uHTS (AID 1779). 290,000 tested, 0.054% active. recombinant LYP phosphatase, fluorescence intensity; higher % means a stronger effect. inhibition, % at 11.5 µM; hits with a dose series show IC50 in µM; in the data active = inhibition above about 50%;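 note: plate controls were vehicle with enzyme for no effect and no enzyme for full effect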
NS5 inhibitors: flavivirus cap methylation enzyme inhibition – biochemical, confirmation dose response, primary screen (AID 588689); Dengue-2 NS5 methyltransferase capping enzyme assay, biochemical; higher % means a stronger effect; inhibition, % at 25 µM, or IC50 in µM where a hit was titrated; 340,000 tested, 0.3% active; in the data active = a potency from the dose series; inconclusive = inhibition above about 29% without an active follow-up result
WT yeast gro inh: growth inhibition of WT yeast, mitochondrial fusion screen | mitochondrial fusion phenotypic screen, WT strain | 190,000 tested, 2.1% active | inhibition, % at 10 µM | AID 1362; in the data active = inhibition above about 58%; tested in S. cerevisiae
RSV CPE inhibition: RSV antiviral activity via CPE protection, HEp-2 cells, primary 10 µM value included (AID 2391). HEp-2 cells, RSV-induced CPE inhibition; higher % means a stronger effect. 310,000 tested, 0.13% active. CPE inhibition, % at 10 µM; hits with a dose series show IC50 in µM; in the data active = a potency from the dose series; inconclusive = CPE inhibition mostly from about 23% at the one dose, without a potency; inactive = the rest, 99 in 100 with CPE inhibition below about 21%; note: strong numbers were not always called active
WT yeast gro inh mutant strain: also measured in WT yeast gro inh; calls as there; inhibition, %; mitochondrial fusion phenotypic screen, mutant strain inhibition
Autophagy mod cell loss 18 h: second read-out of Autophagy mod, no call of its own (marks repeat the call); toxicity, %; measured here: cell loss, nuclei count;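 cell loss after 18 h compound exposure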
NTR1 agonist cell count 20 µM: also measured in NTR1 agonist; calls as there; cell count; measured here: cell count, cytotoxicity flag
The depositor's hits bear a star; i = inactive; ? = inconclusive; · = not tested or not shown; [ ] = remark or other dose.

| Molecule | NS5 inhibitors | Autophagy mod | UTI89 phage lysis | RSV CPE inhibition | Autophagy mod cell loss 18 h | WT yeast gro inh | WT yeast gro inh mutant strain | NTR1 agonist | NTR1 agonist cell count 20 µM | AID2073 | GPR35 antagonists | LYP inhibition |
| --- | --- | --- | --- | --- | --- | --- | --- | --- | --- | --- | --- | --- |
| CN(C(=O)CSc1cc(C(=O)c2nccn2C)c2ccccc2n1)c1ccccc1 | -2.9% | · | 0.1% | 2.6% | · | · | · | 6.2 | 58 | 4.5% | 9.6% | -4.8% |
| CCN1CCN(c2nc3sc4c(c3c(=O)n2-c2ccc(OC)cc2)CCCCC4)CC1 | -3.2% | i | 9.4% | -2.7% | -3.8 | -3.1 | -1.2 | 3.6 | 61 | -4.0% | 0.9% | -2.4% |
| CC(NC(=O)CN1CCOCC1)c1ccc(F)cc1 (centres undefined) | 1.3% | · | 0.2% | 5.0% | · | · | · | 0.2 | 84 | -4.0% | 3.8% | -9.0% |
| O=C(Nc1ccc(Cl)cc1)N(Cc1nc2ccccc2c(=O)[nH]1)Cc1cccs1 | 0.6% | i | 0.6%[50 µM] | 21.4% | 6.4 | 14.1 | 8.5 | 7.9 | 82 | 19.4% | 4.3% | 10.1% |
| CC(C)CN1CCC(CNC(=O)CCc2nnc(Cc3c[nH]c4ccccc34)o2)CC1 | -7.7% | i | -0.5% | -1.0% | 2.6 | -13.8 | -3.7 | 0.0 | 46 | -13.9% | -5.7% | -4.0% |
| Cc1c(NC(=O)CCC(=O)N2CCCCC2)c(=O)n(-c2ccccc2)n1C | · | i | 0.2% | -0.1% | 14.9 | -0.2 | -1.4 | 0.8 | 56 | 4.3% | 1.6% | -9.1% |
| CN1CCc2c(sc(NC(=O)CS(=O)(=O)c3ccc(F)cc3)c2C(N)=O)C1 | 2.9% | · | 0.7%[50 µM] | -1.2% | · | · | · | -2.0 | 54 | · | · | · |
| Cc1ccc(C)c(NS(=O)(=O)c2ccc(NC(=O)c3ccco3)cc2)c1 | -4.4% | i | 0.0% | 0.0% | 2.9 | -18.6 | -9.8 | · | · | 22.2% | -10.9% | 0.7% |
| N#C/C(=C(/O)CSc1n[nH]c(N)n1)c1nc2ccccc2[nH]1 | -17.8% | · | 1.0% | 1.4% | · | · | · | 2.5 | 55 | 4.3% | 24.7% | -3.9% |
| COc1ccccc1S(=O)(=O)Cc1ccc(C(=O)N2CCCC2)o1 | -1.5% | i | -0.6% | 1.4% | 2.2 | 8.6 | -8.5 | 12.9 | 60 | 0.3% | -4.1% | -4.5% |
| CCOc1ccc(-c2nnc(-c3ccccc3)n2-c2ccccc2)cc1 | -1.6% | i | -0.1% | -0.7% | -32.2 | -0.1 | 13.8 | 2.7 | 61 | -1.0% | 7.1% | -9.2% |
| Cc1cccc(CC(C)NC(=O)CCc2nnc(CCCCc3ccccc3)o2)n1 (centres undefined) | -2.6% | i | 0.2% | -0.4% | 17.0 | 16.1 | -11.0 | -1.4 | 90 | 1.2% | 3.0% | -7.7% |
| O=C(O)Cc1ccc2[nH]c3ccc(CC(=O)O)cc3c2c1 | 7.2% | i | 0.2% | 1.7% | 6.6 | -1.4 | 14.3 | -1.3 | 42 | 7.9% | -4.7% | -4.5% |
| Cc1cc(C)c(S(=O)(=O)N2CCCCC2)c(C)c1N(C)S(=O)(=O)c1ccccc1 | -3.5% | i | 0.8%[50 µM] | 9.9% | -15.3 | 8.6 | -5.5 | 0.0 | 39 | 1.8% | 2.9% | -1.6% |
| COCCCNCCOc1ccc(C)cc1[N+](=O)[O-] | -4.5% | i | -0.4%[50 µM] | -0.2% | -4.9 | -0.3 | -2.0 | -0.4 | 70 | -1.2% | -1.8% | -5.5% |
| Cc1c(OCC(=O)N2CCC(C(N)=O)CC2)ccc2c3c(c(=O)oc12)CCCC3 | -4.3% | · | 5.4% | 1.2% | · | · | · | -2.6 | 66 | 20.5% | -5.8% | -13.1% |
| COc1ccc(-n2c(COc3cccc(C)c3)nnc2SCC(=O)NCc2ccco2)cc1 | -2.4% | i | 0.1% | 2.0% | 6.3 | -9.5 | 6.5 | -1.3 | 89 | ? | 5.1% | 4.1% |
| COc1ccccc1C(=O)Nc1ccnn1C1CCN(C(C)CSC)CC1 (centres undefined) | -5.8% | · | 2.4%[50 µM] | -0.1% | · | · | · | 5.7 | 56 | 15.1% | 4.5% | -3.9% |
| O=S(=O)(c1ccccc1)N(CC1CO1)c1cc(Cl)ccc1Cl (centres undefined) | -4.0% | · | -0.5% | 0.9% | · | · | · | 0.3 | 50 | 46.3% | 0.5% | -10.5% |
| CCc1nnc(NC(=O)CSc2nnc(CNc3ccc(F)cc3)n2C2CCCCC2)s1 | 0.7% | i | 0.1% | 0.1% | -5.3 | -1.6 | -2.2 | 1.2 | 73 | -22.7% | 3.5% | 1.6% |
| COc1cc(/C=C(\C#N)C(N)=O)ccc1OS(=O)(=O)c1ccc(C)cc1 | -10.3% | i | 1.4%[50 µM] | 2.2% | 2.5 | 0.3 | 13.3 | 15.1 | 49 | -7.5% | -5.5% | -9.8% |
| COc1cccc(/C=C2\N=C(SC)SC2=O)c1OC | -6.1% | i | -0.1% | 2.0% | 18.9 | 9.4 | -5.3 | 1.8 | 73 | -1.2% | -0.5% | -6.6% |
| Cc1ccc(/C=C/C(=O)NC2CCS(=O)(=O)C2)cc1 (centres undefined) | -4.7% | i | -0.7% | -1.2% | -8.8 | -15.7 | -5.5 | 0.4 | 22 | -3.7% | 0.4% | 0.3% |
| O=C1Nc2ccccc2C1(O)Cc1ccccn1 (centres undefined) | -2.3% | · | 0.2% | 0.3% | · | · | · | 1.5 | 58 | -5.5% | 3.6% | -13.1% |
| Cc1cc(Nc2ccc(Cl)cc2)n2ncnc2n1 | -12.8% | · | -0.3% | 8.1% | · | · | · | -0.8 | 63 | -1.9% | -15.8% | -5.6% |

Part of the list above, reduced to NTR1 agonist cell count 20 µM and Autophagy mod:
| structure | NTR1 agonist cell count 20 µM | Autophagy mod |
| --- | --- | --- |
| Cc1cccc(CC(C)NC(=O)CCc2nnc(CCCCc3ccccc3)o2)n1 (centres undefined) | 90 | i |
| O=C(O)Cc1ccc2[nH]c3ccc(CC(=O)O)cc3c2c1 | 42 | i |

Continuation.
| Molecule | NS5 inhibitors | Autophagy mod | UTI89 phage lysis | RSV CPE inhibition | Autophagy mod cell loss 18 h | WT yeast gro inh | WT yeast gro inh mutant strain | NTR1 agonist | NTR1 agonist cell count 20 µM | AID2073 | GPR35 antagonists | LYP inhibition |
| --- | --- | --- | --- | --- | --- | --- | --- | --- | --- | --- | --- | --- |
| Brc1ccc(C2Nc3cccc4cccc(c34)N2)s1 | 13.0% | i | 1.2% | 0.7% | 0.2 | 32.9 | 22.9 | · | · | 40.1% | -4.9% | 3.6% |
| CCOc1cc(/C=C2/NC(=O)N(Cc3ccccc3F)C2=O)ccc1O | · | i | 0.1% | 1.7% | 4.4 | -4.3 | -10.8 | -1.2 | 45 | 11.9% | 4.2% | 3.1% |
| COc1cccc(C2(O)C(=O)Nc3ccccc32)c1 (centres undefined) | 2.6% | · | -0.1% | 0.7% | · | · | · | 0.7 | 53 | 12.5% | 19.4% | -5.0% |
| O=C(CSc1ccc2nnc(CCNC(=O)c3ccccc3)n2n1)NCc1ccccc1 | -7.2% | · | -0.3%[50 µM] | 0.4% | · | · | · | 3.8 | 41 | 9.8% | 13.7% | 0.6% |
| CCOC(=O)CN1C(=O)S/C(=C/c2cccc([N+](=O)[O-])c2O)C1=O | 20.7% | i | 0.5% | 3.5% | 1.6 | 19.8 | 4.9 | 2.6 | 45 | ? | -22.0% | -3.1% |
| CCn1nnnc1SCC(=O)Nc1ccc2c(c1)OCCO2 | -2.4% | i | 1.9% | -0.5% | -4.4 | -5.5 | -3.5 | -1.9 | 87 | 10.7% | -0.6% | -2.6% |
| CCN(CC)CCNC(=S)Nc1ccc(Cl)cc1 | -5.8% | i | -6.6% | -0.1% | -4.9 | -10.2 | 5.8 | -0.2 | 49 | -36.8% | 2.0% | -7.5% |
| O=C(CSc1nc(=O)n(CCCN2CCOCC2)c2c1CCC2)Nc1ccc(F)cc1F | -7.2% | · | 1.5%[50 µM] | 0.2% | · | · | · | 1.1 | 48 | · | · | · |
| O=C(Nc1ccc(Cl)c(-c2nc3ccccc3[nH]2)c1)c1cccnc1 | -4.8% | i | 0.7% | · | 11.4 | -10.3 | 6.2 | 2.6 | 83 | -3.2% | -11.3% | 4.9% |
| O=C(CCc1c[nH]c2ccccc12)N=Nc1c(O)[nH]c2ccccc12 | 2.7% | i | 0.1% | 10.8% | -6.5 | -15.7 | -7.5 | -0.1 | 95 | -2.4% | 5.5% | -2.4% |
| CCN(CC(=O)Nc1ccc(NC(C)=O)cc1)C(=O)/C=C/c1cccs1 | -9.1% | i | 0.1% | 2.1% | 3.4 | 5.2 | -1.7 | 0.5 | 61 | -4.1% | -3.2% | -5.2% |
| O=C(O)CC1(c2ccc(F)cc2)C2CC3CC(C2)CC1C3 (centres undefined) | 3.9% | · | 0.0% | -1.0% | · | · | · | -0.5 | 94 | 10.1% | 24.3% | -4.4% |
| O=C1CN(C(=O)NCC(=O)N[C@@H](C(=O)O)c2ccccc2)c2ccccc2N1 | -2.3% | · | 0.5% | -0.1% | · | · | · | -0.3 | 63 | 6.4% | 8.3% | -10.8% |
| Cc1c(Cl)cccc1N(CC(=O)N1CCCCCC1)S(C)(=O)=O | -2.4% | i | 3.7% | 2.2% | 9.2 | -22.3 | 10.0 | 0.1 | 63 | -5.6% | -9.1% | -9.5% |
| COCC(=O)N1CCC(Oc2ccc(C(=O)N(C)C(C)c3ccon3)cc2)CC1 (centres undefined) | -2.6% | · | 0.2% | -0.6% | · | · | · | 2.0 | 63 | 7.0% | 19.5% | -14.4% |
| O=S(=O)(c1cccc(C(F)(F)F)c1)N1CCN(c2ccccc2)CC1 | 2.4% | i | 2.3% | 4.5% | -12.8 | 19.4 | 14.2 | 0.4 | 54 | 20.2% | 4.8% | 6.7% |
| COc1ccc(CCNC(=O)C2CC(=O)N(C3CCCC3)C2)cc1OC (centres undefined) | -2.1% | i | -0.3% | 0.7% | -8.7 | -13.8 | -12.1 | 1.1 | 51 | -4.0% | 22.2% | -7.4% |
| CCn1cc(C(=O)Nc2cc(C)ccc2C)c(=O)c2ccc(C)nc21 | · | i | · | 1.3% | -0.3 | -5.8 | -8.2 | -2.4 | 78 | 3.6% | 6.6% | -8.8% |
| CCC1(c2ccccc2)NC(=O)N(CC(=O)NNC(=O)COc2ccc(Cl)cc2C)C1=O (centres undefined) | 0.7% | · | 0.2%[50 µM] | 1.6% | · | · | · | -0.5 | 59 | · | · | · |
